aSyn tox rescue: qHTS of alpha-syn Inhibitors: NCGC Sytravon Library Screen; S. cerevisiae alpha-synuclein toxicity rescue, BacTiter-Glo growth, 24 h; Potency, µM (top dose mostly 46.1 µM), for the others: at the top dose growth rescue (activation), most hits filed as activators; 94,000 tested, 0.02% active; active means well fitted activation curve with a large enough effect; further: 0% is about no effect
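Growth restoration measured by BacTiter-Glo luminescence after 24 hr at 30 deg C; alpha-synuclein yeast, raffinose-pregrown to mid-log, were added at OD600=0.02 in galactose medium onto pinned compounds.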
Active calls of the source: *; [ ] = another dose, or the depositor's remark. Potency means the concentration at half of the fitted maximal effect. This is a subset; count on the stated rates, not on these rows.

SMILES	aSyn tox rescue
COc1ccc(C(CNC(=O)c2ccc(OCc3cscn3)cc2)N2CCCC2)cc1 (stereo not given)	14%
Cc1ccccc1C(=O)NC(C)C(c1cccs1)N1CCOCC1 (stereo not given)	-4%
COc1cccc(CNC23CC4CC(CC(C4)C2)C3)c1OCc1ccccc1	4%
Cc1cc(C)c2oc(C(=O)Nc3sc4c(c3C(=O)NCc3ccco3)CCC4)cc(=O)c2c1	1%
CCOC(=O)C1CCC(CN(Cc2c(Cl)cccc2Cl)S(=O)(=O)c2ccc(Cl)cc2)CC1 (stereo not given)	7%
CCC1CN(C(=O)Nc2cc(Cl)c(OC)cc2OC)c2ccccc2O1 (stereo not given)	4%
CNC(=O)C(NC(=O)Nc1ccc(C)cc1)C(C)(C)C (stereo not given)	-6%
O=C(C1CCCN(S(=O)(=O)c2cccc3nsnc23)C1)N1CCN(c2ccccc2Cl)CC1 (stereo not given)	1%
CN(CC(=O)Nc1c(Cl)cccc1Cl)C(=O)c1sccc1-c1ccccc1	2%
CCc1ccc(S(=O)(=O)c2cn(CC)c3cc(N4CCCCC4)c(F)cc3c2=O)cc1	8%
CCCN(CCC)C(=O)CSc1c2c(nc3ccc(Cl)cc13)CCCC2	5%
CC(C)c1cnc2c(c1SCC(=O)Nc1cccc([N+](=O)[O-])c1)c(=O)n(C)c(=O)n2C	4%
COc1ccc(NC(=O)C2CCN(c3ccc(Sc4ccc(C)cc4)nn3)CC2)c(OC)c1	-1%
C[C@@H]1CCCCO[C@H](CN(C)C(=O)C2CCCCC2)[C@@H](C)CN([C@H](C)CO)C(=O)c2cc(N(C)C)ccc2O1	13%
COc1cccc(NC(=O)C2CCN(c3nn4cc(-c5ccc(F)cc5)nc4s3)CC2)c1	1%
O=C(Nc1ccc(C(F)(F)F)cc1)C(Cc1ccccc1)n1cccc1 (stereo not given)	-37%[inhibitor]
Cc1cccc(OCC(=O)Nc2nnc(S(=O)(=O)N3CCc4ccccc43)s2)c1	0%
CCOC(=O)c1[nH]c2c(c1C)C(=O)CC(c1ccc(F)cc1)C2 (stereo not given)	-9%
O=C(Nc1ccc(C(=O)N2CCN(c3ccc(Cl)cc3)CC2)cc1)c1nsc2ccccc12	7%
O=C1Nc2c(c(=O)[nH]c(=O)n2-c2ccccc2)C1(NS(=O)(=O)c1ccc(Cl)cc1)C(F)(F)F (stereo not given)	0%
Cc1ccc(N(CC(=O)NC(C)c2ccccc2)S(=O)(=O)c2c(C)noc2C)cc1 (stereo not given)	-6%
Cc1cc(OC(C)C(=O)N(Cc2ccco2)C2CCS(=O)(=O)C2)cc(C)c1Cl (stereo not given)	1%
CCOc1ccc2oc(=O)cc(CN3CCN(c4ccc(OC)cc4)CC3)c2c1	6%
CN(Cc1ccccc1)c1nc2c(S(=O)(=O)c3ccccc3)nnn2c2ccsc12	-10%
COc1ccc(-c2nc3sc(CCNC(=O)c4ccco4)c(C)n3n2)cc1	-12%

(further entries)
SMILES	aSyn tox rescue
COc1ccc(CCNC(=O)Cn2c(=O)n(-c3ccc(OC)c(OC)c3)c(=O)c3ccccc32)cc1OC	8%
COc1ccc(N2CC(C(=O)N[C@@H](C)C(=O)N[C@H](CO)c3ccccc3)CC2=O)cc1 (stereo not given in full)	-5%
CC1(C)CC(=O)C=C(c2n[nH]nc2C2CCCCC2)C1	-6%
CC(C)n1c(=N)c(C(=O)NCc2cccnc2)cc2c(=O)n3ccccc3nc21	-6%
N#Cc1ccc(C(S(=O)(=O)Cc2ccccc2)S(=O)(=O)Cc2ccccc2)cc1	2%
O=C(CCCC(=O)NNC(=O)Nc1ccccc1)NNC(=O)Nc1ccccc1	-2%
COCC(C)n1c(SCC(=O)NC2CCCCC2)nc2ccccc2c1=O (stereo not given)	9%
O=C(CC(C(=O)NCc1ccccc1)c1nc2ccccc2c(=O)[nH]1)NCc1ccccc1 (stereo not given)	-13%
CC(C)(C)CC(C)(C)N1CNC(=S)NC1	12%
Cc1ccc(C(=O)OCC(=O)N2CCCC2)cc1	10%
CC12CCC(=O)N1C(C(=O)Nc1cc(C(F)(F)F)ccc1N1CCCCC1)CS2 (stereo not given)	-2%
CC1CCCC(C)N1C(=O)CSc1ncccn1 (stereo not given)	1%
CCCCOc1ccc(CNC(=O)C2CCCN(c3nnc(-n4c(C)ccc4C)s3)C2)cc1 (stereo not given)	12%
O=C1CCCN1CCCNS(=O)(=O)c1ccc(Br)cc1	2%
CCc1ccc(NC(=O)C2C3/C=C\CCCCC32)cc1 (stereo not given)	-10%
CCOc1ccccc1CN1CCc2nc(N3CCN(C)CC3)ncc2C1	2%
Cc1ncc([N+](=O)[O-])n1CC(=O)Nc1ccccc1F	0%
O=C(CSc1nc2ccccc2nc1Cc1ccc(Cl)cc1)N1CCN(c2ccccc2)CC1	9%
Cc1cccc(N2CCN(C3(c4ccccc4)C(=O)c4ccccc4C3=O)CC2)c1C	-8%
COc1ccc(C(=O)NC=C2C(=O)OC(C)(C)OC2=O)cc1	3%
COc1ccc(NS(=O)(=O)c2c(C)n(C)c(=O)n(C)c2=O)cc1	4%
CC(C)(C)c1ccc(C(=O)N2CCC(C(=O)N3CCCCC3)CC2)cc1	5%
O=C(COC(=O)Cc1ccc(Cl)cc1)Nc1ccc(OC(F)F)cc1	6%
CCOC(=O)C1CCN(c2c(C(=O)c3ccc(C)cc3)cnc3ccc(F)cc23)CC1	-25%
COc1ccc([C@H]2C[C@H](O)[C@@H](n3cc(-c4ccc(F)cc4)nn3)CN2Cc2cccs2)cc1	14%

Remaining list, next part:
SMILES	aSyn tox rescue
O=C(CS(=O)(=O)c1cccc2nsnc12)NCc1ccccc1Cl	-3%
COc1cccc(-c2cc(C(=O)N3CCCCCC3)no2)c1	-1%
CC(C)OCCCNC(=O)CSc1c2c(nc3ccc(Cl)cc13)CCCC2	-1%
CC(=O)c1cccc(NC(=O)c2cc(-c3ccco3)on2)c1	1%
CCOCCCn1c(SCC(=O)NC2CCCCC2)nc2ccccc2c1=O	4%
CC1=C(c2ccc(C(C)C)cc2)S(=O)(=O)NC1=NCc1ccc(Cl)cc1	-4%
O=C(CCN1CCCCC1)N/N=C/c1c[nH]c2ccccc12	-2%
Cc1nc2ccccn2c(=O)c1NC(=O)c1ccc2c(c1)OCO2	1%
O=S(=O)(/N=C(/c1ccc(F)cc1)N1CCCCC1)c1ccc(Cl)cc1	3%
Cc1ccc(C(=O)NCCc2nnc3ccc(SCC(=O)Nc4ccccc4C)nn23)cc1	0%
COC(=O)C1=C(C)N(C(C)C)C(=O)C1(NC(=O)c1ccc(C(C)(C)C)cc1)C(F)(F)F (stereo not given)	0%
CC1CCC(NC(=O)c2ccc3c(c2)N(Cc2cccc(Cl)c2)C(=O)c2ccccc2S3=O)CC1 (stereo not given)	0%
COc1ccc(-c2nc3n(n2)C(c2cccc(C)c2)C(C(N)=O)=C(C)N3)cc1OC (stereo not given)	-4%
CSc1ccc(CCNC(=O)Cn2ncc3c(=O)oc4ccccc4c32)cc1	-6%
Fc1ccc(-c2ccc(CNCCSc3nnnn3-c3ccccc3)o2)cc1Cl	-22%
COC(=O)c1ccc(C(=O)OC)c(NC(=O)c2ccc(-c3ccccc3)s2)c1	5%
CCn1c(C)cc(C(=O)CSc2nnc(C3CC3)n2C2CC2)c1C	1%
CCOc1ccccc1NC(=O)CN1CCN(S(=O)(=O)c2ccc(Br)cc2)CC1	0%
Cc1ccc(N2CC(NS(=O)(=O)c3cccnc3)CC2=O)cc1C (stereo not given)	6%
COc1ccc(C2C(=O)N(C3CCC(C)CC3)CC(=O)N2Cc2ccccc2Cl)cc1OC (stereo not given)	2%
COc1ccc(NC(=O)CSc2nnnn2C2CCCC2)cc1S(=O)(=O)N1CCOCC1	4%
Cc1cc(C)cc(NC(=O)C2CCN(S(=O)(=O)c3cn(C)cn3)CC2)c1	4%
O=C(Cc1ccccc1)Nc1sc2c(c1C(=O)Nc1ccc(Br)cc1)CCCC2	-4%
COc1ccc(C(CNC(=O)CSc2ccccc2C)N(C)C)cc1 (stereo not given)	7%
CC(=O)c1ccc(Oc2cc(C(F)(F)F)cnc2C(N)=O)cc1	-7%

Continued:
SMILES	aSyn tox rescue
Cc1cccc(NC(=O)Cn2c(=O)n(CC3CCCO3)c(=O)c3ccccc32)c1 (stereo not given)	0%
CN1CCN(NC(=S)Nc2ccccc2)CC1	-9%
CCc1nn(CCCC(=O)NCc2ccccc2Br)c(=O)c2cc3occc3n12	7%
Cc1ccc2nc(N3CCN(c4cccc(Cl)c4)CC3)c3nnnn3c2c1	7%
Cc1ccccc1-n1c(Cn2c(=O)sc3ccccc32)nnc1SCC(=O)Nc1nccs1	1%
CC(=O)c1cccc(S(=O)(=O)NCC2CCCCC2)c1	6%
COc1ccc(CN2C(=O)C(CC(=O)NCC3CCCCC3)CC(C(=O)N(C(C)C)C(C)C)=C2C)cc1 (stereo not given)	4%
COc1ccc(OCC(=O)OCc2cc(=O)n3nc(C4CC4)sc3n2)cc1	2%
CCOCC(=O)NCc1ccc2c(c1)cc(C)n2C	-3%
COc1ccc(OC)c(NC(=O)N2CCC(CN3CCCCC3)CC2)c1	-8%
CSc1ccc(CCNc2ncnc3onc(-c4ccc(Cl)cc4)c23)cc1	-2%
COc1cccc(C2Nc3ccccc3-c3nnc(SCc4ccccc4)nc3O2)c1OC (stereo not given)	-7%
Cn1c(N)c(C(=O)COC(=O)c2cccnc2Cl)c(=O)n(C)c1=O	15%
O=S1(=O)c2ccccc2N(Cc2ccccc2)c2ccccc21	-9%
Cc1c(S(=O)(=O)Nc2ccc3c(c2)OCCO3)c(=O)n(C)c(=O)n1C	2%
CC(=O)Nc1ccc(N/C=C2/CCCC2=O)cc1	0%
Cc1nn(CC2CC2)c(=O)n1-c1ccc(F)cc1	14%
CCOC(=O)c1cccc(NC(=O)c2cc3c(-c4cccc(OC)c4)nn(C)c3s2)c1	4%
COc1ccccc1N1CCN(c2cc(C)nc3nc(-c4ccc(C)cc4)nn23)CC1	0%
O=C(CCN1C(=O)/C(=C\c2ccccc2)SC1=S)N1CCCCC1	9%
Cc1cc(C(=O)N/N=C/c2cc(Cl)cc([N+](=O)[O-])c2O)n[nH]1	13%
O=C(COC(=O)c1ccco1)NCC1CCCCC1	-9%
FC(F)(F)c1cccc(-n2cc(-c3ccccc3)c3c(N4CCCCC4)ncnc32)c1	-4%
COc1ccc2nc3oc(C(=O)N4CCN(c5cc(C)ccc5C)CC4)cc3cc2c1	-6%
Cc1ccc(NC(=O)C2CCN(C(=O)c3cnn(-c4ccccc4)c3-n3cccc3)CC2)cc1	9%

More records follow:
SMILES	aSyn tox rescue
O=c1c2ccccc2nc(-c2ccccc2Cl)n1O	4%
COc1cccc(/C=C/C(=O)N2CC(C)OC(C)C2)c1OC (stereo not given)	3%
NNC(=O)C(=O)Nc1ccc(O)cc1	2%
CCN1CCc2c(sc(NC(=O)CSc3ccccc3)c2-c2nc3ccccc3s2)C1	3%
Cc1cc(Nc2ccc(Br)cc2)n2nc(-c3ccccc3C)nc2n1	6%
Cc1ccc(S(=O)(=O)N(C)C[C@H]2Oc3cc(C#Cc4ccccc4)ccc3S(=O)(=O)N([C@H](C)CO)C[C@@H]2C)cc1	3%
CN(C)c1ccc(C(CNC(=O)c2ccccc2Cl)N2CCc3ccccc32)cc1 (stereo not given)	0%
CC(C)(C)C(=O)O/N=C(\N)c1ccc(Oc2cc(Cl)cc(Cl)c2)c([N+](=O)[O-])c1	-2%
CCC(Sc1nc2cc(OC)c(OC)cc2c(=O)n1CCc1ccc(OC)c(OC)c1)C(=O)NCCOC (stereo not given)	10%
CCCCn1c(N)c(N(CC(C)C)C(=O)c2ccc(OCc3c(C)noc3C)cc2)c(=O)[nH]c1=O	-2%
O=S(=O)(NCC(c1cccs1)S(=O)(=O)c1ccccc1)c1ccc(F)cc1 (stereo not given)	-3%
O=S(=O)(c1ccccc1)N1CCC(c2ccncc2)CC1	2%
CC(NC(=O)c1ccc2c(c1)CCN2S(=O)(=O)c1ccccc1)c1ccccc1 (stereo not given)	10%
O=C(CCc1nc2ccccc2c(=O)[nH]1)N1CCN(S(=O)(=O)c2cccc([N+](=O)[O-])c2)CC1	-2%
COc1cccc(NC(=O)C2=C(C)C(=O)OC23CCN(C(C)=O)CC3)c1	-2%
Cc1ccc(-c2nn(-c3ccccc3)cc2C(=O)NN2CCN(C)CC2)cc1	-8%

High-throughput results (PubChem)
